Rac1 GTP hydrolysis = MgcRacGAP GTPase-activating activity inhibitors, confirmation, biochemical, ADP Hunter fluorescence; inhibition, % at 30 µM, or IC50 in µM where a hit was titrated; actives 0.6% (n = 340,000); MgcRacGAP-stimulated Rac1 GTP hydrolysis, ADP Hunter fluorescence; higher % means a stronger effect; GST-tagged Rac1 F28L mutant substrate;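 active = first-screen hits whose inhibition reached a set limit at any dose in the follow-up dose series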;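 also: fluorescence reports GDP produced by GAP-driven GTP hydrolysis; strong numbers were not always called active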
NS5 inhibitors = Dengue-2 NS5 methyltransferase inhibitors, primary screen, biochemical, confirmation dose response (AID 588689); inhibition, % at 25 µM, or IC50 in µM where a hit was titrated; actives 0.3% (n = 340,000); Dengue-2 NS5 methyltransferase capping enzyme assay, biochemical; higher % means a stronger effect; in the data active = a potency from the dose series
AID2073 = inhibitors of Mint1-CaV2.2 protein interaction, biochemical, HTRF (AID 2073); HTRF protein-protein interaction, Mint1-CaV2.2; higher % means a stronger effect; inhibition, % at 20 µM, or IC50 in µM where a hit was titrated; actives 0.19% (n = 290,000); in the data active = inhibition mostly above about 51%, no sharp cut-off; also: some results filed as inactive read as strong as hits
RSV antiviral HEp-2 = inhibition of RSV-induced cytopathic effect – HEp-2 cells, primary 10 µM value included (AID 2391); actives 0.13% (n = 310,000); HEp-2 cells, RSV-induced CPE inhibition; higher % means a stronger effect; CPE inhibition, % at 10 µM; hits with a dose series show IC50 in µM; in the data active = a potency from the dose series; also: strong numbers were not always called active
XIAP antagonists = small molecules displacing peptide from XIAP – biochemical, IAP family, fluorescence polarization (AID 1018). XIAP BIR domain, fluorescence polarization peptide displacement; higher % means a stronger effect. displacement, % at 20 µM, or IC50 in µM where a hit was titrated. actives 0.007% (n = 200,000); in the data active = displacement above about 50%; also: a part of the inactive calls stands beside numbers as strong as those of hits
HIV peptide binding = cell-free HIV fusion peptide-binding blockers – biochemical, uHTS, fluorescence dequenching, primary screen (AID 1986); cell-free peptide binding, fluorescence dequenching, 30 min; higher % means a stronger effect; inhibition, % at 20 µM; hits with a dose series show IC50 in µM; actives 0.3% (n = 290,000); in the data active = inhibition mostly above about 52%, no sharp cut-off; inactive = mostly below about 76%; also: some results filed as inactive read as strong as hits
Siah-1 displacement = blockers of Siah-1 interaction with plectin peptide – biochemical, fluorescence polarization, rhodamine-plectin, uHTS, primary screen (AID 1817); displacement, % at 20 µM; hits with a dose series show IC50 in µM; actives 0.02% (n = 290,000); Siah-1 / rhodamine-plectin peptide fluorescence polarization; higher % means a stronger effect;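 active = displacement of at least 50% at 20 µM, with a fluorescence ratio check between 0.3 and a set limit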;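 also: plate controls were Siah plus tracer with DMSO for no effect and tracer alone without Siah for full effect; strong numbers were not always called active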
Large T inhibition = TAg ATPase/helicase activity blockers – biochemical (AID 1903). SV40 large T antigen ATPase/helicase inhibition assay; higher % means a stronger effect. inhibition, % at 20 µM, or IC50 in µM where a hit was titrated. actives 0.39% (n = 310,000); in the data active = a potency from the dose series; also: strong numbers were not always called active
LYP inhibition = PTPN22 lymphoid phosphatase activity blockers – biochemical, fluorescence intensity, uHTS (AID 1779); recombinant LYP phosphatase, fluorescence intensity; higher % means a stronger effect; inhibition, % at 11.5 µM, or IC50 in µM where a hit was titrated; actives 0.054% (n = 290,000); in the data active = inhibition above about 50%;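 also: plate controls were vehicle with enzyme for no effect and no enzyme for full effect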
NS5 inhibitors pilot replicate = also measured in NS5 inhibitors; calls as there; inhibition, %; measured here: pilot screen replicate inhibition
Active calls of the source: *; nt = no result given. An unsorted share of the library; about 1.7% have a hit in one of these screens.

SMILES	Rac1 GTP hydrolysis	NS5 inhibitors	AID2073	RSV antiviral HEp-2	XIAP antagonists	HIV peptide binding	Siah-1 displacement	Large T inhibition	LYP inhibition	others
CCn1c(SCC(=O)c2ccc3ccccc3c2)nnc1-c1cccs1	12.2%	-6.5%	-19.2%	4.3%	-6.0%	0.3%	9.3%	29.2%	0.9%
CCOc1ccc(CNc2ccc(S(N)(=O)=O)cc2)cc1	5.1%	-3.7%	25.2%	2.2%	-3.7%	0.6%	16.2%	14.6%	3.1%
CC(=O)c1cccc(NC(=S)NC(=O)c2ccccc2)c1	10.0%	-1.1%	-16.6%	0.2%	-3.1%	1.2%	-2.2%	9.9%	-9.3%
O=C(NC(=S)N1CCN(c2ccc(F)cc2)CC1)c1cccs1	2.3%	0.0%	21.4%	2.2%	-4.4%	0.1%	0.4%	1.9%	-8.1%
Cc1ccc(-c2nnc(Nc3ccc(C(=O)N(C)C)cc3)c3ccccc23)cc1S(N)(=O)=O	9.7%	-0.7%	-5.6%	3.3%	nt	-0.3%	1.2%	14.3%	-4.4%
CCc1ccc(NS(=O)(=O)c2cccc3nsnc23)cc1	4.5%	3.9%	2.9%	2.5%	nt	-1.8%	-4.3%	0.7%	-5.5%
COc1cc(OC)cc(-c2nc3ccccc3s2)c1	3.4%	-2.0%	8.0%	7.4%	-0.8%	-0.9%	1.0%	0.9%	2.2%
Cc1cccc(OCCCC(=O)Nc2ccc(S(=O)(=O)Nc3nccs3)cc2)c1C	6.7%	-4.8%	-2.6%	2.2%	nt	5.5%	1.6%	1.7%	-2.2%
CCCCn1c(SCC(=O)N2CCOCC2)nnc1-c1ccoc1C	4.5%	0.8%	9.8%	1.9%	-7.1%	-0.9%	1.7%	-0.6%	-8.3%
COc1cnc(-c2cccc(C(F)(F)F)c2)nc1OC	6.0%	-8.6%	-2.0%	5.8%	-4.1%	-0.3%	1.1%	11.7%	0.0%
N/C(=N\OC(=O)C(c1ccccc1)c1ccccc1)c1ccncc1	11.2%	-7.4%	-2.5%	-0.4%	nt	-1.6%	2.0%	12.7%	-2.1%
CCCCn1c(N)c(N(CCOC)C(=O)c2cccc(S(=O)(=O)N3CCCCCC3)c2)c(=O)[nH]c1=O	1.5%	-6.6%	nt	-1.4%	nt	nt	nt	15.7%	nt
CCC(=O)c1ccc(OCC(=O)Nc2cc(S(=O)(=O)N3CCCCC3)ccc2OC)cc1	9.9%	-7.9%	1.3%	5.9%	nt	-0.5%	0.7%	16.5%	2.1%
Cc1ccc(S(=O)(=O)Cn2nnnc2C(CC(C)C)N2CCN(C)CC2)cc1 (configuration not stated)	7.7%	4.3%	5.0%	-1.6%	-10.5%	-1.2%	-0.3%	-6.0%	-5.3%
COCCCn1c(=O)/c(=C\c2ccc(OC(F)F)c(OC)c2)s/c1=C(/C#N)C(=O)NCCOC	8.0%	12.4%	45.8%	-1.7%	nt	134.1%	4.3%	2.1%	1.8%
Nc1nc(-c2ccco2)nn1C(=O)c1ccc(F)cc1	6.2%	-10.4%	3.9%	nt	-7.7%	-0.8%	-1.7%	-5.4%	-2.6%
O=C1Nc2ccc3sc4ccccc4c3c2C1=O	nt	nt	-11.0%	39.7%	nt	-6.1%	-6.7%	1.2%	-1.8%
O=C(CN1C(=O)c2ccccc2S1(=O)=O)NC1CCCC1	-4.6%	2.8%	-0.9%	1.8%	0.3%	-4.5%	-0.5%	4.3%	-8.4%
COc1ccc(OC)c(CNC(=O)C2CCCN(c3ncnc4c3nc3n4CCCCC3)C2)c1 (configuration not stated)	12.2%	-5.0%	11.4%	0.3%	nt	-0.4%	6.3%	13.9%	-6.7%
O=C(NCCCN1CCOCC1)c1ccc(S(=O)(=O)N2CCOCC2)cc1	1.5%	-5.5%	0.4%	1.3%	2.3%	-1.2%	-3.1%	2.5%	-9.9%
CCC(NC(=O)c1ccccc1NC(=O)c1ccccc1)C(=O)OC (configuration not stated)	2.1%	0.0%	-2.3%	4.8%	-6.4%	0.5%	0.3%	1.4%	-9.8%
O=C(CN1CCN(CCO)CC1)Nc1ccccc1	6.5%	-6.1%	16.1%	0.3%	-12.3%	3.3%	18.6%	2.1%	-3.8%
O=C(CCCn1c(SCc2ccccc2F)nc2ccccc2c1=O)NCC1CCCO1 (configuration not stated)	1.0%	-5.3%	13.8%	0.4%	-7.0%	1.3%	-7.1%	-5.1%	-9.4%
CC(=O)Nc1nonc1NC(=O)CSc1ncn[nH]1	1.4%	-2.7%	2.3%	1.9%	-4.5%	-0.8%	3.9%	-1.0%	-1.3%	NS5 inhibitors pilot replicate=-4.0
COc1ccc(/C=C/C(=O)OCc2cccc([N+](=O)[O-])c2)cc1	6.8%	-10.3%	0.3%	4.0%	-6.6%	-2.1%	-0.3%	-4.0%	-3.3%
CC1=CC(C)(C)N(S(=O)(=O)c2ccc(C)cc2)c2cc(C)ccc21	0.5%	-4.9%	36.8%	8.6%	-6.0%	3.7%	-1.1%	4.6%	-4.8%
Cc1ccccc1NC1C=CS(=O)(=O)C1 (configuration not stated)	13.1%	-3.8%	-0.3%	1.5%	-10.7%	-0.3%	0.4%	0.8%	0.6%
Cc1ccc(OCCn2c(C3CC(=O)N(Cc4ccccc4)C3)nc3ccccc32)cc1 (configuration not stated)	5.0%	-0.7%	-0.5%	3.14µM*	-2.1%	-0.2%	4.8%	6.7%	2.7%
Cc1cccc(NC(=O)CSc2nnc(CCCCCNC(=O)OC(C)(C)C)o2)c1C	2.0%	-2.1%	15.3%	1.0%	-5.0%	-0.2%	-6.8%	9.0%	-4.1%	NS5 inhibitors pilot replicate=1.8
O=C(Cc1ccc(Cl)cc1)Nc1ccccc1N1CCOCC1	10.9%	-1.1%	15.8%	nt	-2.1%	3.0%	-1.6%	15.7%	0.2%
Cc1nc2ccccc2c(=O)n1NC(=O)c1ccccc1	15.2%	nt	10.7%	0.2%	nt	-0.1%	-6.5%	2.3%	-6.1%
O=C(NCCC(c1ccccc1)c1ccco1)c1cccs1 (configuration not stated)	6.6%	-4.0%	0.1%	1.8%	-7.3%	-0.8%	1.6%	6.0%	0.2%
COc1ccc(OC)c(C2=Nn3c(nnc3-c3cc(OC)c(OC)c(OC)c3)SC2)c1	11.7%	-9.6%	11.3%	-0.6%	-1.3%	2.6%	1.6%	-1.4%	4.2%
CN(C)c1nc(N(C)C)nc(N(C#N)CN2C(=O)c3ccccc3C2=O)n1	nt	nt	0.2%	0.4%	-8.7%	4.0%	4.6%	9.7%	-5.3%
CC(C)(C)c1ccc(C(=O)C=[N+]=[N-])cc1	3.8%	nt	10.2%	2.3%	-1.9%	1.6%	0.5%	17.3%	-1.1%
CNC(=O)C(=O)NCCCN1CCOCC1	-0.7%	-6.1%	-3.5%	0.0%	-7.0%	-0.2%	6.6%	4.5%	-5.8%
CCN(CC)c1cc2nc(C)n(Cc3ccccc3)c(=O)c2cc1NC(=O)C1CC1	7.0%	nt	22.5%	3.2%	-0.6%	2.0%	-1.2%	0.6%	1.5%
COc1ccc(CCNC(=O)C2CCN(S(=O)(=O)c3ccc(C)cc3)CC2)cc1	1.8%	-8.0%	3.8%	0.1%	nt	-0.8%	-4.2%	13.2%	-12.0%
O=C(CC1SC(=Nc2ccc(OC(F)F)cc2)N(CCC2=CCCCC2)C1=O)Nc1ccccc1F (configuration not stated)	4.8%	-0.7%	12.2%	1.1%	-10.2%	2.6%	9.3%	2.4%	11.8%
COc1ccc(C(C(=O)NCC2CCCO2)N(Cc2ccccc2)C(=O)c2snc(C(N)=O)c2N)cc1OC (configuration not stated)	4.8%	2.4%	11.4%	2.5%	nt	0.1%	6.8%	7.4%	-7.1%
COC(=O)c1oc2c(c1C)C(=O)CCC2	nt	nt	28.4%	-1.3%	nt	1.1%	18.1%	9.7%	-10.7%
COc1ccc(Cl)cc1S(=O)(=O)Nc1cccc(C(=O)O)c1	4.0%	0.7%	4.6%	0.3%	-5.1%	-0.7%	1.1%	17.3%	-6.0%	NS5 inhibitors pilot replicate=-0.9
CS(=O)(=O)NCCCNc1c(Cl)cccc1[N+](=O)[O-]	3.3%	-3.7%	22.1%	2.4%	-2.6%	29.6%	-2.4%	9.2%	6.2%
CC(OC(=O)c1cccs1)C(=O)NCc1ccccc1 (configuration not stated)	-0.1%	-5.5%	-1.1%	0.5%	-7.0%	-2.5%	3.2%	10.2%	-8.7%
CC(C)Oc1ccc(/C(O)=C2/C(=O)C(=O)N(CCCn3ccnc3)C2c2cccnc2)cc1 (configuration not stated)	-1.5%	-3.6%	18.5%	0.5%	-7.4%	-0.3%	2.7%	-0.4%	-4.3%
CCCC(=O)N1CCN(c2ccc(NC(=O)c3ccc([N+](=O)[O-])o3)cc2)CC1	2.2%	-3.6%	-7.3%	nt	-3.2%	0.6%	6.3%	-0.8%	-1.8%
O=c1c2cn(Cc3ccccc3)c3ccccc3c-2nn1Cc1ccc(F)cc1Cl	3.4%	1.9%	18.0%	nt	nt	2.9%	15.0%	nt	-10.1%
O=c1[nH]cnc2scc(-c3ccc(F)cc3)c12	6.2%	4.8%	4.6%	1.7%	-1.4%	-0.3%	-1.3%	6.7%	-7.7%
Cc1cccc(C(=O)N[C@H](C(=O)Nc2nnc(C3CC3)s2)C(C)C)c1	0.4%	-3.6%	5.3%	1.3%	-4.5%	1.5%	-1.6%	-2.0%	4.7%
Cc1cccc(NC(=O)N2CCC(NC(=O)C3CCCCC3)CC2)c1	3.4%	-5.0%	5.4%	1.6%	nt	0.0%	5.0%	2.7%	-7.9%
CCOc1ccccc1N1CCN(C(=S)NCc2ccccc2)CC1	3.6%	-1.5%	-7.1%	0.8%	-7.0%	0.1%	-4.7%	-1.7%	-1.1%
CC/C(=C/c1sc2ccccc2[n+]1CC)SC	11.6%	5.5%	-1.7%	8.0%	-5.2%	6.8%	8.0%	8.8%	-6.6%
COc1ccc(CCNC(=O)[C@H](C)N2C(=O)N3CCc4c([nH]c5ccccc45)[C@@]3(C)C2=O)cc1OC	6.0%	-7.2%	2.9%	2.2%	nt	-1.8%	-5.9%	2.8%	-8.4%
CCOC(=O)c1[nH]c(C)c(C(=O)NCCN2CCOCC2)c1C	-1.3%	-5.8%	0.3%	-0.1%	-4.6%	3.7%	-1.1%	-1.9%	-4.8%
COc1cc2cc(CN(CCc3cccc(C)c3)C(=S)NCCCN3CCOCC3)c(=O)[nH]c2cc1OC	11.7%	-10.1%	-16.5%	-1.9%	-6.8%	0.5%	0.4%	6.5%	2.7%

Among those listed so far, these have a nitro group on carbon.
SMILES	Rac1 GTP hydrolysis	NS5 inhibitors	AID2073	RSV antiviral HEp-2	XIAP antagonists	HIV peptide binding	Siah-1 displacement	Large T inhibition	LYP inhibition	others
COc1ccc(/C=C/C(=O)OCc2cccc([N+](=O)[O-])c2)cc1	6.8%	-10.3%	0.3%	4.0%	-6.6%	-2.1%	-0.3%	-4.0%	-3.3%
CS(=O)(=O)NCCCNc1c(Cl)cccc1[N+](=O)[O-]	3.3%	-3.7%	22.1%	2.4%	-2.6%	29.6%	-2.4%	9.2%	6.2%
CCCC(=O)N1CCN(c2ccc(NC(=O)c3ccc([N+](=O)[O-])o3)cc2)CC1	2.2%	-3.6%	-7.3%	nt	-3.2%	0.6%	6.3%	-0.8%	-1.8%
